FUS yeast rescue: suppressors of FUS proteinopathy in yeast | S. cerevisiae FUS-expressing, growth rescue, OD600, 24 h | Potency, µM (series often up to 76.6 µM), for the others: at the highest dose growth rescue (activation), most hits filed as activators | 390,000 tested, 0.24% active; active = well fitted activation curve with a large enough effect; inconclusive = small, poorly fitted or top-dose-only effect; inactive = no such curve, though single readings can be large or run the other way;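 also: plate controls were DMSO vehicle for no effect and reference control for full effect; nearly all actives have a fitted effect of over 55% in size; some results filed as inactive show a strong effect at the top dose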
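FUS-expressing yeast, raffinose-pregrown, induced in 2% galactose minimal medium at OD 0.005; compounds in a dilution series, 24hr at 30C. Growth restoration read as absorbance at 600 nm. CP55940 positive control, DMSO negative.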
* hit, by the source's call; ? = inconclusive; & = joins results of further samples. Potency is read from the fitted curve at half-maximal effect.

SMILES	FUS yeast rescue
COc1cc2ncnc(Nc3ccc(F)c(Cl)c3)c2cc1OCCCN1CCOCC1	7%
CC(=O)c1cc(-c2cccc(C#N)c2)c(=O)n2c1CCC2	-12%
COc1cccc(NC(=O)C2CCCN2C(=O)Nc2cccc3c2OCO3)c1 (centres undefined)	-1%
CCOC(=O)Cn1cc(CN2CCS(=O)(=O)N(Cc3ccc(OC)cc3)C(C(=O)OC)C2)nn1 (centres undefined)	-16%
CCCCN1CC[C@H](C)Oc2cc(Br)ccc2S1(=O)=O	8%
Cc1cccc(C)c1NC(=O)C1CCCN1S(=O)(=O)c1cccc2cccnc12 (centres undefined)	10%
CCOC(=O)c1cccc(NC(=O)CN(C)S(=O)(=O)c2ccc(-c3cocn3)s2)c1	9%
Cc1ccc(CSc2nnc(-c3n[nH]c4c3CCC4)n2N)cc1	-5%
COc1ccc(C(C(=O)N(C)C2CCCC2)N(Cc2ccc(F)cc2)C(=O)c2ncn[nH]2)cc1OC (centres undefined)	23%
C[C@H](O)[C@@H]1CN2CCc3c([nH]c4c(-c5ccc6c(c5)OCO6)cccc34)[C@@H]2C[C@@H]1N(C)C(=S)NCCc1ccccc1	?
CCn1c(SCC(=O)NN=Cc2cccc(OCc3ccccc3)c2)nnc1-c1ccc(OC)c(OC)c1	10%
Cc1cccc(C)c1-n1nnnc1C1(C)Cn2nccc2C(=O)N1Cc1ccc(F)cc1 (centres undefined)	15%
COC(=O)C1CN(Cc2cn(Cc3ccc(F)cc3)nn2)CCS(=O)(=O)N1Cc1ccccc1 (centres undefined)	-4%
CC[C@H]1OC(=O)[C@H](C)[C@@H](O[C@H]2C[C@@](C)(OC)[C@@H](O)[C@H](C)O2)C(C)[C@@H](O[C@@H]2O[C@H](C)C[C@H](N(C)C)[C@H]2O)[C@](C)(O)C[C@@H](C)CN(C)[C@H](C)[C@@H](O)[C@]1(C)O (some centres undefined)	3%
O=C(CSc1nnc(-c2cccnc2)n1Cc1ccco1)Nc1ccc(Cl)cc1	-4%
COc1ccc(S[C@]2(C(=O)N3CCCC3)CC(=O)N(S(=O)(=O)c3ccc(F)cc3)[C@@H]2c2ccc(OC)cc2)cc1	?
CC(C)n1nnnc1C1(C)CCCCC(=O)N1Cc1cccc(C(F)(F)F)c1 (centres undefined)	38%
COc1ccc2c(c1)CN1CN(CC(C)C)S(=O)(=O)CC21 (centres undefined)	1%
C=CCOC(=O)N[C@@H](c1coc2ccccc2c1=O)[C@@H](C)/C=C/CC(=O)OC	27%
COC(=O)[C@]12C[C@H](CC(=O)N3CCN(C(=O)C4CC4)CC3)C(=O)N(CCc3ccc(OC)c(OC)c3)C1=C[C@H](C1CCCC1)O[C@@H]2C	?
CCCCCn1nnnc1C1(C)CCCC(=O)N1Cc1ccco1 (centres undefined)	-21%
C=CCOC/C=C/C#CCN(Cc1ccc(OC)cc1OC)C(=O)Nc1ccccc1	32%
COc1ccc(S[C@]2(C(=O)N3CCOCC3)CC(=O)N(C(=O)Nc3ccc(C)c(Cl)c3)[C@@H]2c2ccc(OC)cc2)cc1	40%
Oc1ccccc1C=Nn1c(-c2ccccc2F)n[nH]c1=S	13%
CC(C)(C)c1ccc(S(=O)(=O)N2CCCC(C(=O)N3CCN(Cc4ccccc4)CC3)C2)cc1 (centres undefined)	37%
SMILES	FUS yeast rescue
CC(=O)CC[C@H]1CC[C@]2(CCCN(S(C)(=O)=O)C2)O1	-9%
COc1ccc(NC(=O)CSc2nc(C)cc(=O)[nH]2)cc1OC	6%
CCOC(=O)CC[C@@]1(C(=O)OCC)C[C@@H](CC(=O)N2CCN(C(=O)c3ccco3)CC2)C(=O)N2CCCC=C21	32%
Cc1ccc(NC(=S)NNC(=O)CSc2nnc(SCc3cccc4ccccc34)s2)cc1	40%
Cn1c(=O)c2cc(S(=O)(=O)N3CCN(c4ccc(F)cc4)CC3)ccc2n(C)c1=O	-11%
O=C(C1CCN(c2cncnc2)CC1)N1CCOCC1	-8%
O=C(Nc1ccc(Br)cc1)OCCCN1CCC2(CCCCC2)C1=O	4%
COC(=O)[C@@]12CCCCC3=C1N(CCC3)C(=O)[C@H]2CC(=O)NCCCN1CCCC1=O	-16%
CCOC(=O)C1=NOC(C(=O)NC2CCCC2)(C(=O)c2ccc(OC)cc2)C1 (centres undefined)	6%
CC(c1cc(F)ccc1O)c1c[nH]c2ccccc12 (centres undefined)	-12%
CC(C)(C)OC(=O)NCCCc1ccc2c(c1)[C@]1(CCC[C@@H](OCc3ccccc3)[C@@H]1NC(=O)CCc1ccccc1)C(=O)N2Cc1ccccc1	?
C=c1[nH]cc(C(C)c2c(C)n(C)c3ccccc23)/c1=C/C (centres undefined)	44%
CCC[C@H]1[C@@H](NC(=S)Nc2ccccc2Cl)CC[C@@]23CCCN2C(=O)CCC[C@@H]13	12%
CCC(=O)OCCCN1C(=O)CCC12CCC(c1ccccc1)CC2 (centres undefined)	19%
O=C(Nc1nc2ncccn2c1-c1ccccc1)c1ccc(F)cc1	7%
O=C(CCc1ccccc1)N[C@H]1/C(=N/O)CCC[C@]12C(=O)N(Cc1ccccc1)c1ccccc12	-1%
O=C(Nc1ccc(OC(F)(F)F)cc1)Nc1nc2ncccn2c1-c1ccc(C(F)(F)F)cc1	0%
c1nc(NCC2CCCOC2)c2cc(-c3ccc4c(c3)OCO4)ccc2n1 (centres undefined)	9%
C[C@H]1[C@@H](C(=O)N2CCCC2)Cc2nc3ccccc3nc2C[C@@H]1c1ccccc1	6%
COC(=O)[C@]1(CNC(=O)C(F)(F)F)CC(=O)N(C)[C@@H]1c1ccccc1	-19%
Cc1ccc(-n2c(SCc3nc4ccccc4[nH]3)nnc2-c2ccccn2)cc1	14%
S=C(Nc1ccccc1I)OC1CCC12CCC(c1ccccc1)CC2 (centres undefined)	-8%
Cc1ccc(-c2c(NC(=O)c3cccc(C)c3)nc3ncccn23)cc1	-12%
O=C(c1cccc(Oc2ccccc2)c1)N1CCC(Oc2cccnc2)CC1	16%
Cc1ccc(C2CCC3(CCC(=O)N3CCOC(=O)Nc3cccc(C#N)c3)CC2)cc1 (centres undefined)	5%&-7%

An excerpt from above in order of the FUS yeast rescue value, low to high:
SMILES	FUS yeast rescue
CC(c1cc(F)ccc1O)c1c[nH]c2ccccc12 (centres undefined)	-12%
O=C(C1CCN(c2cncnc2)CC1)N1CCOCC1	-8%
O=C(Nc1ccc(Br)cc1)OCCCN1CCC2(CCCCC2)C1=O	4%

Following part.
SMILES	FUS yeast rescue
O=C(c1ccc(Cl)c(Cl)c1)N1CCC(Oc2cccnc2)CC1	-11%
CCOC(=O)CC[C@@H]1CC[C@]2(CCCN(S(=O)(=O)C3CCCCC3)C2)O1	7%
N#CCC[C@H]1CC[C@]2(CCCN(c3ccccc3)C2)O1	-3%
CCCCNC(=O)C[C@H]1C[C@@]2(C(=O)OC)C(=C[C@H](C(C)C)O[C@@H]2C2CC2)N(Cc2ccc(Cl)cc2Cl)C1=O	-13%
CCOc1cccc(/C=N\NC(=O)Cc2cccs2)c1O	-1%
CCC[C@H]1[C@@H](OC(=O)NCc2ccc(C)o2)CC[C@@]23CCCN2C(=O)CCC[C@@H]13	8%
O=C(Nc1ccc2c(c1)OCO2)N1CCC(c2nc3ccc(Cl)cc3[nH]2)CC1	-3%
Cc1ccc(S(=O)(=O)n2ccc(-c3c(-c4ccc(F)cc4)noc3C)n2)cc1	16%
COC(=O)c1ccc(Cn2ccc3ccc(-c4ccc5ccn(Cc6ccc(C(=O)OC)cc6)c5c4)cc32)cc1	17%
CCOC(=O)[C@@]12CCC3=C1N(CCC3)C(=O)[C@H](CC(=O)NCC13CC4CC(CC(C4)C1)C3)C2	26%
CCCCCCCCN1C(=O)[C@@H](CC(=O)N2CCN(C(=O)C3CC3)CC2)C[C@@]2(C(=O)OC)C1=C[C@H](COCc1ccccc1)O[C@@H]2C	28µM*
Cc1ccc2c(c1)C1CS(=O)(=O)N(C3CCCC3)CN1C2 (centres undefined)	14%
Cc1cc(C)cc(N(CC(=O)NC2CCC(C)CC2)S(=O)(=O)c2ccc(C(C)(C)C)cc2)c1 (centres undefined)	-9%
COCC(=O)N[C@H]1C[C@@H]2O[C@@H](CO)CC[C@@H]2O[C@@H]1CCc1ccc(-c2ccccc2)cc1	21%
COc1cccc(N2CCN(CC(=O)NCc3ccccc3C)CC2)c1	8%
COC(=O)[C@]12C[C@H](CC(=O)NCc3cccc4ccccc34)C(=O)N(CCC3=CCCCC3)C1=C[C@H](C1CCCC1)O[C@@H]2C	?
O=C(Nc1ccc(C(F)(F)F)cc1)OC1CCC12CCCCC2 (centres undefined)	-8%
CC(C)CN1C[C@@H]2CSCCS(=O)(=O)N2C1=O	-21%
CN(CCO)C1CN(Cc2cn(Cc3ccccc3C(F)(F)F)nn2)S(=O)(=O)C1 (centres undefined)	3%
Clc1ccc(C(Cn2ccnc2)OCc2ccsc2Cl)c(Cl)c1 (centres undefined)	1%
CCCC1CCC2(CCC(=O)N2CCSc2ccccc2)CC1 (centres undefined)	-1%
CN1C(=O)C[C@@](C#N)(C(=O)NCc2ccc3c(c2)OCO3)[C@H]1c1ccccc1	12%
COC(=O)[C@]12C[C@H](CC(=O)NCc3ccc(C)o3)C(=O)N(CCC3=CCCCC3)C1=C[C@H](C1CCCC1)O[C@@H]2C	?
CCCCNC(=O)C[C@H]1C[C@@]2(C(=O)OC)C(=C[C@H](COCc3ccccc3)O[C@@H]2C)N(Cc2ccccc2)C1=O	?
COc1ccc(S[C@]2(C(=O)N3CCOCC3)CC(=O)N(S(=O)(=O)c3ccc(F)cc3)[C@@H]2c2ccc(OC)cc2)cc1	-3%

5 entries drawn at random from those above, as already listed:
SMILES	FUS yeast rescue
CCCCNC(=O)C[C@H]1C[C@@]2(C(=O)OC)C(=C[C@H](C(C)C)O[C@@H]2C2CC2)N(Cc2ccc(Cl)cc2Cl)C1=O	-13%
CCOC(=O)[C@@]12CCC3=C1N(CCC3)C(=O)[C@H](CC(=O)NCC13CC4CC(CC(C4)C1)C3)C2	26%
O=C(Nc1ccc(C(F)(F)F)cc1)OC1CCC12CCCCC2 (centres undefined)	-8%
COc1ccc(S[C@]2(C(=O)N3CCOCC3)CC(=O)N(S(=O)(=O)c3ccc(F)cc3)[C@@H]2c2ccc(OC)cc2)cc1	-3%
CC(C)CN1C[C@@H]2CSCCS(=O)(=O)N2C1=O	-21%

Later entries.
SMILES	FUS yeast rescue
O=C(CSc1nc2ccccc2[nH]1)NN=Cc1c(F)cccc1Cl	2%
CCOC(=O)[C@@]12CCC3=C1N(CCC3)C(=O)[C@H](CC(=O)NCc1cccc3ccccc13)C2	21%
Cc1ccc(NC(=O)[C@H]2CC(=O)O[C@@H]2c2ccccc2)cc1C	0%
Cc1occc1CNc1ncnc2ccc(-c3ccc4c(c3)OCO4)cc12	17%
CCC(C)N(C(=O)c1ccc(CNC(=O)c2cccc(Br)c2)cc1)C(C)CC (centres undefined)	?
O=C(CCc1ccccc1)N[C@H]1[C@H](O)CCC[C@@]12C(=O)N(Cc1ccccc1)c1ccc(-c3ccccc3)cc12	-3%
COC(=O)[C@]12C[C@H](CC(=O)NCc3ccc(OC)c(OC)c3)C(=O)N(Cc3ccco3)C1=C[C@H](C(C)C)O[C@@H]2C1CC1	?
CN(CCCOC(=O)c1occ2ccccc12)C1CN(Cc2cn(Cc3ccccc3Cl)nn2)S(=O)(=O)C1 (centres undefined)	27%
O=C(Nc1ccc(N2C(=O)CC3(CCCCC3)C2=O)c(Cl)c1)c1ccccn1	-6%
COC(=O)C1CN(Cc2ccc(C)cc2)CCS(=O)(=O)N1Cc1cn(Cc2ccc(OC)cc2)nn1 (centres undefined)	37%
Clc1ccc([C@H]2OC[C@@]3(CNCc4ccccn4)CS[C@H](c4ccc(Cl)cc4)N23)cc1	18%
CCC(C)N(C(=O)CSc1nnc(-c2cccnc2)n1C1CCCCC1)C(C)CC (centres undefined)	19%
CC(C)(C)C(=O)OC12CCCN(C1)/C(=C/c1cccc(Cl)c1)C2 (centres undefined)	26%
COc1ccc(N2CCN(CCNS(=O)(=O)c3ccccc3[N+](=O)[O-])CC2)cc1	6%
Cc1ccc(NC(=O)Cc2cccc(OC(F)(F)F)c2)c(S(=O)(=O)N2CCOCC2)c1	31%
CCn1c(SCC(=O)NN=Cc2cc(OC)ccc2OC)nnc1-c1ccc(OC)cc1	9%
CCOC(=O)[C@@]12CCC3=C1N(CCC3)C(=O)[C@H](CC(=O)N1CCOCC1)C2	-5%
O=C(NC1CCCCN(Cc2ccc(Cl)cc2)C1=O)C1C2CC3CC(C2)CC1C3 (centres undefined)	-14%
COC(=O)[C@]12CCCCC=C1N(Cc1ccc(OC)cc1)C(=O)[C@@H]2CC(=O)N1CCSCC1	42%
O=C(CSc1nnc(-c2cccnc2)n1Cc1ccco1)Nc1cc(Cl)ccc1F	25%
COc1ccc(-n2c(SC/C=C/c3ccccc3)nnc2-c2cccs2)cc1	?
O=S1(=O)c2c(cccc2N2CC[C@@H](O)C2)O[C@@H]2CCN1C2	-18%
COc1ccccc1NC(=O)OCCCN1CCC2(CCC(C)CC2)C1=O (centres undefined)	24%
COc1ccc(S[C@]2(C(=O)N3CCOCC3)CC(=O)N(C(=O)c3ccccc3)[C@@H]2c2ccc(OC)cc2)cc1	?
CC(C)(C)NC(=O)C(c1cccnc1)N(C(=O)c1cccs1)c1ccc(C(C)(C)C)cc1 (centres undefined)	16%
O=C(NCc1ccccc1)Nc1ccccc1C(=O)N1CCCC1	5%

Another view of part of the listing above.
smiles,FUS yeast rescue
O=C(CSc1nnc(-c2cccnc2)n1Cc1ccco1)Nc1cc(Cl)ccc1F,25%
CC(C)(C)NC(=O)C(c1cccnc1)N(C(=O)c1cccs1)c1ccc(C(C)(C)C)cc1 (centres undefined),16%

From PubChem

These rows are one share of the data (hit frequency here may not be typical).
